Source: PubChem BioAssay
F508del corr: correctors of CFTR F508del function in bronchial epithelial cells; CFBE cells, YFP halide quenching; stimulated with forskolin plus potentiator P3; % fluorescence drop versus neutral controls; activity (quench increase), % at 7.58 µM; actives 0.36% (n = 350,000);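 active = mean added fluorescence quench of at least 8% versus neutral control, with both replicates also reaching 8%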;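 also: cells transiently co-express mutant CFTR-F508del with the halide-sensitive YFP; corrector assay measuring rescue of mutant channel to the surface after 24 h compound exposure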
esBAF inh: blocks esBAF chromatin remodeling in mouse ES cells | Bmi1-luciferase knock-in reporter, 24 h; 100% = twice the neutral-well signal | reporter increase, % at 12.5 µM | actives 2% (n = 350,000); in the data active = activation above about 40%;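 also: 0% = median of the plate's neutral control wells and 100% = double that signal; a rise in the Bmi1 reporter signal indicates esBAF inhibition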
ERAP1 inh: inhibitors of human ERAP1 aminopeptidase | Q9NZ08 | recombinant ERAP1, Leu-AMC fluorescence, 60 min | inhibition, % at 10.7 µM | actives 0.15% (n = 340,000);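 active = mean replicate inhibition of at least 30%, or all replicates individually reaching that 30% level; inactive = mean below 30% and not every replicate reaching it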;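 also: 0% = neutral control wells and 100% = L-leucinethiol positive control wells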
Target sequence (Q9NZ08 whole entry, looked up): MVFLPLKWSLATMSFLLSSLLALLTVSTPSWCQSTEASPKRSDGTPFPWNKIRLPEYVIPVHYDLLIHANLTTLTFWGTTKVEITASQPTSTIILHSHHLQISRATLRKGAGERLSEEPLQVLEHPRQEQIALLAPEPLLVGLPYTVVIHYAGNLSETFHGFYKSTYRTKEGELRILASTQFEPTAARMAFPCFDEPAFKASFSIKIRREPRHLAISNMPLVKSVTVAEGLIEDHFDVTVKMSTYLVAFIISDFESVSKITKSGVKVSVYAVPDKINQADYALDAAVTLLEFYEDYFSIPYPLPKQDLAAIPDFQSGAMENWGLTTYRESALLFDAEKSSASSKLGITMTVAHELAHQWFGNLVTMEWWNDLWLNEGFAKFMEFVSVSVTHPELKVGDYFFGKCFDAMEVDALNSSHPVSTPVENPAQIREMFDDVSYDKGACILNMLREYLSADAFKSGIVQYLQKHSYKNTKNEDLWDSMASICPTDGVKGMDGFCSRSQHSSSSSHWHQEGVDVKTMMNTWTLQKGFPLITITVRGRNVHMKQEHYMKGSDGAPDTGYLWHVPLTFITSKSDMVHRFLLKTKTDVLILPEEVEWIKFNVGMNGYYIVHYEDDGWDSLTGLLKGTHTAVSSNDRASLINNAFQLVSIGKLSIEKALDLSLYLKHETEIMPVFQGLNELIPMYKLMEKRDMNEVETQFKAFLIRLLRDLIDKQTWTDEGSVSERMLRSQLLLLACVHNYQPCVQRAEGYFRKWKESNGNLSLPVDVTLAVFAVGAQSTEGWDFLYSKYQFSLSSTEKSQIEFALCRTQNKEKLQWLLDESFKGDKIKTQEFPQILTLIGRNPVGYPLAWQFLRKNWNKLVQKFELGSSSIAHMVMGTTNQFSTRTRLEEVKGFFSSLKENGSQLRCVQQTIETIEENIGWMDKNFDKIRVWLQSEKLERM
ARNT TACC3 PPI: disruptors of human ARNT/TACC3 interaction; AlphaScreen His-ARNT PAS-B/GST-TACC3 binding, luminescence; TACC3 fragment carries E629A point mutation; inhibition, % at 9.99 µM; actives 0.66% (n = 390,000); AID 623870;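 active = mean inhibition of replicates at least 50% and at least half of replicates each reaching 50%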;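 also: 0% = complete ARNT plus TACC3 wells and 100% = ARNT alone without TACC3; many hits fall short of the cut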
INS-1E GSIS act: primary screen for activators of insulin secretion dependent on glucose, INS-1E cells, GLuc reporter luminescence; INS-1E GLuc reporter insulin secretion, 2-3 h; activation, % at 16.6 µM; actives 0.61% (n = 370,000); AID 743287;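 active = lowest replicate activation of at least 40%, so every replicate reaches that level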;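 also: 0% = median of neutral control wells and 100% = median of IBMX positive control wells; some compounds called inactive have numbers as strong as hits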
RAD52 inh: blocks human RAD52 DNA annealing; recombinant RAD52 DNA annealing, FRET fluorescence; inhibition, % at 18.7 µM; AID 651710; actives 0.46% (n = 360,000); P43351;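 active = every replicate showing at least 50% inhibition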
RAD54 branch: inhibitors of human RAD54 branch migration | Q92698 | RAD54 Holliday junction branch migration, FAM/BHQ fluorescence | inhibition, % at 10.4 µM | actives 0.14% (n = 360,000) | AID 602329;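 active = mean normalized replicate activity at least 40 and at least half of replicates scoring 40 or more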;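 also: 0% = median of neutral control wells and 100% = median of positive control wells; inhibitors cause a drop in the FAM fluorescence signal; in these data hits start at about 50%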
Xi reactivation: reactivates the inactive X chromosome in mouse fibroblasts. actives 0.055% (n = 360,000). XiGFP mouse fibroblasts, % GFP-positive cells imaging, 3 d; cells co-treated with 5-aza-dC sensitizer; scaled so ellipticine positive control = 100%. AID 743238. activation, % at 7.58 µM;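 active = mean normalized replicate activation at least 10% and every replicate at or above 10%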;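 also: 0% = median of on-plate neutral control wells and 100% = ellipticine 6 µM median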
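material = 68-5-11 XiGFP fibroblast line | medium = DMEM plus 5-aza-dC sensitizer | schedule = 3 days compound exposure | benchmarks = positive control ellipticine, 6 µM final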
* marks the source's active call; other numbers are inactive results; / = no result given.

nr	SMILES	ERAP1 inh	RAD54 branch	F508del corr	Xi reactivation	ARNT TACC3 PPI	INS-1E GSIS act	RAD52 inh	esBAF inh
1	CCC(CC)C(C(=O)NCc1ccccc1)N1CCN(CCN2CCOCC2)CC1 (stereo not given)	/	/	2.9	0.0	/	8	8	/
2	CCOC(=O)C1=C(C)NC2=C(C(=O)OC2)C1c1ccccc1 (stereo not given)	-1	/	-1.9	0.6	3	66	0	/
3	CNC[C@@H]1Oc2ccc(NS(C)(=O)=O)cc2C(=O)N([C@@H](C)CO)C[C@H]1C	1	-2	2.3	-0.1	/	1	-3	-6
4	O=[N+]([O-])c1cccc(-c2c(-c3ccccc3)ncc3cc(F)ccc23)c1	0	1	1.1	-0.2	-1	5	-1	8
5	COc1ccc2oc(C(=O)Nc3ccc(S(=O)(=O)N(C)C4CCN(C)CC4)cc3)c(C)c2c1	-2	3	0.7	0.0	8	-14	49	-13
6	O=C(NCCc1c[nH]c2ccccc12)c1cnccn1	-1	/	-0.6	0.0	0	/	-6	/
7	COc1ccc(-c2ccnc(SCC(=O)N3CCOCC3)n2)cc1	/	-14	/	/	-5	7	/	12
8	O=C(N[C@H]1CC[C@H](CCNC(=O)C2CCCC2)O[C@@H]1CO)c1ccncc1	-1	0	-1.2	0.0	-11	-9	-9	-2
9	COc1ccc(NCC(=O)N/N=C2\CCc3ccccc32)cc1	-2	/	0.4	1.3	-2	12	-5	/
10	CC(C)NC(=O)N(C)C[C@@H]1Oc2ccc(N(C)C)cc2C(=O)N([C@@H](C)CO)C[C@H]1C	1	-2	1.5	0.2	-1	9	-6	2
11	CC1CCCN(S(=O)(=O)c2cccc(C(=O)OCC(=O)N(C)Cc3c(F)cccc3Cl)c2)C1 (stereo not given)	-1	3	0.3	0.0	8	1	-6	-3
12	CCCC(=O)OCC(=O)c1[nH]c(C)c(C(C)=O)c1C	4	5	/	0.0	0	13	-3	-3
13	COc1ccccc1C(=O)NCCC(=O)N1CCN(c2ccccc2O)CC1	-3	10	1.0	0.1	1	13	-5	-5
14	COc1ccc(C(=O)N=C2SC3CS(=O)(=O)CC3N2Cc2ccccc2)cc1OC (stereo not given)	2	7	-0.2	-0.1	7	-6	-7	-28
15	CCCCOC(=O)Nc1nnc(CC(=O)NCc2ccccc2)s1	-2	0	-1.1	0.3	-5	10	-2	-6
16	COc1ccccc1Oc1coc2cc(OCC(N)=O)ccc2c1=O	2	-10	-2.7	0.0	-1	5	-9	-6
17	CC(=O)c1c(N2CCN(C(=O)C3CCCO3)CC2)nc(=S)n(-c2ccccc2)c1C (stereo not given)	10	-3	1.8	/	3	1	-9	-5
18	Cc1cccc(Nc2nc3c(S(=O)(=O)c4ccccc4)nnn3c3ccccc23)c1	-2	-6	/	-0.2	-9	9	-7	/
19	COCCn1c(C)cc(C(=O)CSc2nc(C)c(C)c(C)n2)c1C	-1	/	0.4	0.2	4	0	-18	/
20	CC(=O)N1C(=O)CC(C)N(C(C)=O)c2ccc([N+](=O)[O-])cc21 (stereo not given)	0	-1	/	0.1	0	-39	-1	-6
21	CC1(C)N=C(N)N=C(N)N1c1cccc(CN)c1	-3	/	-1.8	0.1	2	8	41	/
22	O=C(C[C@@H]1CC[C@H]2[C@@H](COC[C@@H](O)CN2Cc2cccc(Cl)c2)O1)N1CCOCC1	1	3	2.3	0.1	5	-2	-8	-1
23	CCCNS(=O)(=O)c1ccc(CCC(=O)NCc2ccco2)cc1	/	-12	/	/	-3	-11	/	-6
24	CN(C)c1ccc(/C=C/c2nc3ccccc3c(=O)n2CCO)cc1	-27	-122	-0.1	0.0	0	/	-116	6
25	CCC(=O)N[C@H]1CC[C@H](CC(=O)NCc2ccccc2OC)O[C@@H]1CO	1	0	-1.7	0.1	-7	10	14	-4

Other results.
nr	SMILES	ERAP1 inh	RAD54 branch	F508del corr	Xi reactivation	ARNT TACC3 PPI	INS-1E GSIS act	RAD52 inh	esBAF inh
26	O=C(c1ccccc1)N(c1ccccc1)c1ccccc1O	1	/	-2.2	0.0	-3	-4	-10	/
27	Cc1ccc(S(=O)(=O)N(C)C[C@@H]2Oc3ccc(NS(=O)(=O)c4ccc(F)cc4)cc3CC(=O)N([C@@H](C)CO)C[C@H]2C)cc1	-3	2	-1.1	-0.5	2	-6	5	4
28	O=C(NCCc1ccccc1)[C@H]1[C@H](CO)[C@H]2Cn3c(cccc3=O)[C@H]2N1Cc1cccnc1	2	-7	0.8	0.0	1	-2	-6	-2
29	COc1ccc(NC(=O)Nc2ccc3c(c2)C(=O)N([C@H](C)CO)C[C@H](C)[C@H](CN(C)C(=O)Nc2cccc4ccccc24)O3)cc1	-2	2	-1.1	-0.7	3	-5	3	15
30	C[C@@H](NC(=O)C[C@@H]1CC[C@@H]2[C@H](COC[C@H](O)CN2C(=O)Nc2cc(Cl)cc(Cl)c2)O1)c1ccccc1	-2	-7	-1.5	0.2	6	-6	8	1
31	COC1Cc2ccccc2N(C(=O)N2CCN(CCO)CC2)c2ccccc21 (stereo not given)	/	-2	/	/	9	-4	/	-1
32	COC(=O)c1cccc(N(C(=O)c2ccco2)C(C(=O)NC2CCCC2)c2ccc(N3CCOCC3)cc2)c1 (stereo not given)	-1	-7	-3.3	/	-4	-3	-3	-12
33	C[C@@H]1CN([C@H](C)CO)C(=O)c2cc(NC(=O)CCCN(C)C)ccc2O[C@@H]1CN(C)S(=O)(=O)c1ccc(Cl)cc1	1	-22	-0.7	-0.7	-1	20	0	1
34	O=C(CNC(=O)c1ccc(Br)o1)NC12CC3CC(CC(C3)C1)C2	2	8	1.4	0.0	/	-12	-1	/
35	CCC(=O)N1[C@H](CNC(C)=O)[C@H](c2ccc(-c3ccc(F)cc3)cc2)[C@@H]1CO	0	-1	-2.4	0.0	-1	1	-18	-5
36	O=c1[nH]c(Cc2ccccc2Cl)nc2ccccc12	-4	/	-0.5	0.0	3	-18	-9	/
37	CN(Cc1ccccc1)C(=O)c1ccc(NC(=O)Cc2ccc([N+](=O)[O-])cc2)cc1	-2	-4	-1.1	0.0	-2	-10	-20	0
38	O=C(NN=Cc1cccc(O)c1O)c1ccccc1	-3	/	7.6	-0.1	/	1	0	/
39	Cc1noc(C)c1NC(=O)Nc1ccc2c(c1)C(=O)N([C@H](C)CO)C[C@@H](C)[C@H](CN(C)C(=O)NC1CCCCC1)O2	-3	3	-4.8	0.1	-9	8	5	-2
40	Cc1ccc(-n2nc3c(=O)n(CCCC(=O)NCC(C)c4ccccc4)nc(C)c3c2C)cc1 (stereo not given)	0	-1	-3.0	0.0	-3	-15	-1	2
41	C[C@H]1CN([C@@H](C)CO)C(=O)Cc2cc(NS(=O)(=O)c3cn(C)cn3)ccc2O[C@@H]1CN(C)C(=O)Nc1ccc2c(c1)OCO2	-6	17	-2.2	0.4	-3	4	-3	3
42	C[C@H](CO)N1C[C@H](C)[C@@H](CN(C)S(=O)(=O)c2ccccc2)OCCCC[C@H](C)Oc2ccc(NS(=O)(=O)c3ccccc3)cc2C1=O	1	6	1.8	0.4	3	-9	-42	8
43	O=C(NCCc1c[nH]c2ccc(Cl)cc12)c1ccc([N+](=O)[O-])cc1	/	5	-2.2	-0.2	-10	-7	3	/
44	O=C(COc1ccc(F)cc1F)N1CCCCCCC1	-2	1	-1.3	-0.1	-1	-3	-14	5
45	COc1cc(CNCCNC(=O)c2nonc2N)ccc1OCc1ccc(Cl)nc1	1	-3	1.8	0.1	3	7	-15	9
46	CC(=O)CC1c2cc(F)ccc2C=C(c2ccsc2)N1c1ccc(-c2ccc(C(N)=O)cc2)cc1 (stereo not given)	/	/	0.2	0.1	/	-16	-23	/
47	COc1ccc(OCC(=O)NC(=S)Nc2ccccc2F)cc1	0	/	0.2	0.0	-3	1	3	/
48	Nc1nnnn1/N=C/c1ccccn1	-2	-8	2.6	/	25	2	-15	-2
49	CCC1(C)SC(N)=NN1C(C)=O (stereo not given)	5	/	-4.3	-0.1	28	/	-1	/
50	COc1ccc(NC(=O)c2ccc(-c3nn(C)c(=O)c4ccccc34)cc2)cc1C(N)=O	1	-14	-1.0	0.1	-1	9	-17	-4

Shown in transposed form: entries from further up
28) O=C(NCCc1ccccc1)[C@H]1[C@H](CO)[C@H]2Cn3c(cccc3=O)[C@H]2N1Cc1cccnc1
29) COc1ccc(NC(=O)Nc2ccc3c(c2)C(=O)N([C@H](C)CO)C[C@H](C)[C@H](CN(C)C(=O)Nc2cccc4ccccc24)O3)cc1
30) C[C@@H](NC(=O)C[C@@H]1CC[C@@H]2[C@H](COC[C@H](O)CN2C(=O)Nc2cc(Cl)cc(Cl)c2)O1)c1ccccc1

assay / entry | 28 | 29 | 30
ERAP1 inh | 2 | -2 | -2
RAD54 branch | -7 | 2 | -7
F508del corr | 0.8 | -1.1 | -1.5
Xi reactivation | 0.0 | -0.7 | 0.2
ARNT TACC3 PPI | 1 | 3 | 6
INS-1E GSIS act | -2 | -5 | -6
RAD52 inh | -6 | 3 | 8
esBAF inh | -2 | 15 | 1

Profiles as entered above. Screens in order: ERAP1 inh, RAD54 branch, F508del corr, Xi reactivation, ARNT TACC3 PPI, INS-1E GSIS act, RAD52 inh, esBAF inh
C[C@@H]1CN([C@H](C)CO)C(=O)c2cc(NC(=O)CCCN(C)C)ccc2O[C@@H]1CN(C)S(=O)(=O)c1ccc(Cl)cc1 across the screens: 1, -22, -0.7, -0.7, -1, 20, 0, 1
C[C@H](CO)N1C[C@H](C)[C@@H](CN(C)S(=O)(=O)c2ccccc2)OCCCC[C@H](C)Oc2ccc(NS(=O)(=O)c3ccccc3)cc2C1=O across the screens: 1, 6, 1.8, 0.4, 3, -9, -42, 8

The listing picks up with the three entries that preceded the break.
nr	SMILES	ERAP1 inh	RAD54 branch	F508del corr	Xi reactivation	ARNT TACC3 PPI	INS-1E GSIS act	RAD52 inh	esBAF inh
48	Nc1nnnn1/N=C/c1ccccn1	-2	-8	2.6	/	25	2	-15	-2
49	CCC1(C)SC(N)=NN1C(C)=O (stereo not given)	5	/	-4.3	-0.1	28	/	-1	/
50	COc1ccc(NC(=O)c2ccc(-c3nn(C)c(=O)c4ccccc34)cc2)cc1C(N)=O	1	-14	-1.0	0.1	-1	9	-17	-4
51	O=C(C[C@@H]1C[C@@H]2c3cc(NC(=O)Nc4ccccc4)ccc3O[C@@H]2[C@H](CO)O1)NCCN1CCCCC1	-1	4	-2.0	0.1	-5	-7	13	-7
52	CC1(c2ccccc2)NC(=O)N(N)C1=O (stereo not given)	1	/	-2.2	0.2	-4	7	6	-7
53	COc1cccc(CNC(=O)C(CC(C)C)NC(=O)c2ccccc2C)c1 (stereo not given)	-1	-3	0.8	0.4	-3	-15	-11	1
54	COc1ccccc1OCC(=O)Nc1ccc2c(c1)C(=O)N(CC1CCCO1)C2=O (stereo not given)	0	/	2.7	0.0	-3	-6	7	/

Entries by screen from the entries so far:
Nos. 28–32 in esBAF inh: -2, 15, 1, -1, -12
